# Screening results as filed in PubChem BioAssay.
# MBNL1-CUG inh: MBNL1-poly(CUG) RNA binding inhibition; Potency, µM (highest dose often 57.5 µM), for inactives: at the top dose activity change, negative = inhibition, most hits filed as inhibitors; Q9NR56; TR-FRET MBNL1-His/biotin-(CUG)12 binding, 665/545 ratio; hit rate 0.036% among 280,000; active = well fitted inhibition curve with a large enough effect in the signal ratio, with a control signal flat, not every such curve was filed as active; inconclusive = small, poorly fitted or top-dose-only effect, or effect the other way, or a change in a side signal; inactive = no such curve, though single readings can be large or run the other way; the % refers to the signal ratio; also: potency is read from the fitted curve at half-maximal effect; % is scaled to controls: 0 for no effect and ±100 for the full control effect
#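 Compound titration spanned 92 nM–58 uM against the MBNL1-His/biotin-(CUG)12 complex. After 60 min at room temperature with 5 nM streptavidin-XL665 and 0.055 ng/ul terbium anti-His, ratiometric 665/545 nm emission (Ex 340 nm) normalized to controls.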
# Rab9 prom act: Rab9 promoter activation; Huh7 Rab9 promoter-luciferase reporter, luminescence, 24 h; Potency, µM (highest dose often 9.22 µM), for the others: at the highest dose activation, negative = inhibition, hits mostly activators; hit rate 2.8% among 320,000; also: potency is read from the fitted curve at half-maximal effect; % of control where 0% means no effect; nearly all actives have a fitted effect of over 60% in size
#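 Rab9 promoter-driven luciferase in stably transfected Huh7 cells; 1500 cells/well rested 2 h, exposed to compound in DMSO for 24 h at 37 °C, 5% CO2. Luminescence read 10 min after adding luciferase reagent at ambient temperature.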
# FLuc counter: firefly luciferase modulation, counter-screen for miR-21 project; purified FLuc, Km substrates, luminescence inhibition; Potency, µM (highest dose often 57.5 µM), inactives show at the highest dose activity change, negative = inhibition, actives largely listed as inhibitors; hit rate 6.9% among 360,000;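 also: potency is read from the fitted curve at half-maximal effect; plate controls were vehicle for no effect and reference inhibitor for full effect; nearly all actives have a fitted effect of over 55% in size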
# Target sequence (P08659 whole entry, looked up): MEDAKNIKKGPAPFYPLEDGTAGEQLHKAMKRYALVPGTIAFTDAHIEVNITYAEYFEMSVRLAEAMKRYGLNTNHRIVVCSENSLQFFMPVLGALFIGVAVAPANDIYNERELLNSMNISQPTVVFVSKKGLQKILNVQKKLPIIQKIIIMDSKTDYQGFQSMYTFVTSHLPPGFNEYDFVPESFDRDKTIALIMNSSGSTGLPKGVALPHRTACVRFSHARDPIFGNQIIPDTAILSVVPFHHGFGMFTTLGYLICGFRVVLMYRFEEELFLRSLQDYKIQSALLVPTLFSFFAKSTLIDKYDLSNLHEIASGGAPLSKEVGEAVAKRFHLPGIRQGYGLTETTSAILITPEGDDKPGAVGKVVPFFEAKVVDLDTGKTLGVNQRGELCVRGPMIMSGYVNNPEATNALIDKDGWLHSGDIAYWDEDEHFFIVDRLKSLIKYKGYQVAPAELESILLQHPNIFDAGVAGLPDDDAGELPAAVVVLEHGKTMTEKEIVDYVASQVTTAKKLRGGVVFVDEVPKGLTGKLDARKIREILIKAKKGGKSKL
#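 Purified P. pyralis luciferase (10nM final) with 10uM D-luciferin and 10uM ATP (Km levels) in 50mM Tris acetate pH 7.5, 10mM Mg acetate, 0.01% Tween-20, 0.05% BSA; qHTS 6-point titration, ~60 µM downward; luminescence read.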
# KCNH2 3.1 inh: inhibitors of human KCNH2 3.1 potassium channel isoform | hit rate 0.95% among 340,000 | U2OS KCNH2 3.1, thallium flux FluxOr; hits give low values | activity change, % (tested at about 1.8 µM);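 active = maximum activity change below -70%; inconclusive = maximum activity change from -70% to -50%; inactive = maximum activity change above -50%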;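 also: thallium influx rate constant from kinetic fluorescence after stimulation buffer; % is scaled to controls: 0 for no effect and ±100 for the full control effect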
#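 Steps: virus added to U2OS suspension (4 h, RT, dark); medium with 10% FBS added, cells plated, 37 C overnight; FluxOr/Red40 loading buffer 45 min RT; stimulation buffer, 2 min kinetic read; rate constant normalized.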
# RORgamma inh: ROR gamma (mouse) transcription inhibition; Drosophila S2 Gal4-RORgamma UAS-luciferase reporter, 20 h; P51450; hit rate 5.4% among 310,000; Potency, µM (highest dose often 53.6 µM), for inactives: at the top dose activity change, negative = inhibition, most hits filed as inhibitors; also: potency is read from the fitted curve at half-maximal effect; % is scaled to controls: 0 for no effect and ±100 for the full control effect; nearly all actives have a fitted effect of over 60% in size
# Target sequence (P51450 whole entry, looked up, the tested form may be a part): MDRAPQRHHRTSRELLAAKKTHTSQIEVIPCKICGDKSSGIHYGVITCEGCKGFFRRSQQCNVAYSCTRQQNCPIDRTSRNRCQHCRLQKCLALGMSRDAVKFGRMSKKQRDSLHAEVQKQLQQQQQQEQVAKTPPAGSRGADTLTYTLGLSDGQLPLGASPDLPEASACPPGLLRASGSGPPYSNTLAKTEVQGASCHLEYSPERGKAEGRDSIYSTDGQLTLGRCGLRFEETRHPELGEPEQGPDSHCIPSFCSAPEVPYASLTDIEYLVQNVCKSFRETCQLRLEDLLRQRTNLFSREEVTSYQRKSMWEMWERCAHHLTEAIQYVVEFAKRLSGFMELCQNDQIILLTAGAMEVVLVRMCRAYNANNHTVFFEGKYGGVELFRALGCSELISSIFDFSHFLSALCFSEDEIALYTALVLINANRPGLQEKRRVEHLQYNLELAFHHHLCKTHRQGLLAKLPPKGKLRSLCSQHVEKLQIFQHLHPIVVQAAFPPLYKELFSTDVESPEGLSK
#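 Stably transfected Drosophila Schneider cells are the test system, with ROR gamma fused to Gal4 and luciferase under UAS control; luminescence is read after 20 hr of 700 uM copper sulfate induction at ambient temperature.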
# NPC1 prom act: NPC1 promoter activation; Huh7 NPC1 promoter luciferase reporter, 24 h; Potency, µM (highest dose often 9.22 µM), for inactives: at the highest dose activation, most hits filed as activators; hit rate 2.4% among 320,000; AID 485313;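 also: potency is read from the fitted curve at half-maximal effect; % of control where 0% means no effect; nearly all actives have a fitted effect of over 60% in size; reporter is driven by a mutant NPC1 promoter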
#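 Cells: Huh7 expressing luciferase under the NPC1 promoter, 1500/well. Seeded 2 h, compound added, incubated 24 h at 37 °C. Luciferase reagent, 10 min ambient, then luminescence.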
# Menin-MLL TR inh: menin-MLL binding inhibition, Texas Red mutant peptide | O00255 | Menin + Texas Red MLL mutant peptide, fluorescence polarization | Potency, µM (titrated, usually from 61.6 µM), for inactives: at the top dose FP activity change, negative = inhibition, most hits filed as inhibitors | hit rate 0.23% among 270,000; active = well fitted inhibition curve with a large enough effect in the polarisation, with a control signal flat, not every such curve was filed as active; inconclusive = small, poorly fitted or top-dose-only effect, or effect the other way, or a change in a side signal; inactive = no such curve, though single readings can be large or run the other way; the % refers to the polarisation; also: potency is read from the fitted curve at half-maximal effect; % of control where 0% means no effect; many of its hits are not listed in these tables
# ELG1 repair inh: blocks ELG1-dependent DNA repair in HEK293T cells; HEK293T ELG1-luciferase reporter, luminescence, 16 h; DNA damage induced by 5-fluorouridine; Potency, µM (series often up to 46.1 µM), for the others: top-dose activity change, negative = inhibition, hits mostly inhibitors; hit rate 2.3% among 330,000; AID 504467; also: potency is read from the fitted curve at half-maximal effect; % is scaled to controls: 0 for no effect and ±100 for the full control effect; nearly all actives have a fitted effect of over 55% in size
#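 In this reporter screen, reduction of luminescence relative to DMSO vehicle indicated activity. Compounds and 5-fluorouridine were added together to 2,000 cells per well, incubated for 16 hr at 37 °C, then developed with ONE-Glo.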
# PKM2 act: activators of human pyruvate kinase M2; hit rate 0.34% among 260,000; Potency, µM (top dose mostly 57.5 µM), for inactives: at the top dose activation, actives largely listed as activators; purified PKM2, Kinase-Glo ATP luminescence, activation; response scale: 0% is enzyme alone, no compound; also: potency is read from the fitted curve at half-maximal effect; % is scaled to controls: 0 for no effect and ±100 for the full control effect; nearly all actives have a fitted effect of over 55% in size
#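 Kinase-Glo luminescence reports ATP generated from ADP (0.1 mM) and PEP (0.5 mM) by purified hPK-M2 after 1 h at room temperature, pH 7.2 imidazole buffer; intermediate enzyme activity allows detecting inhibitors and activators.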
# Mito fusion yeast: blocks mitochondrial division or promotes mitochondrial fusion. S. cerevisiae fusion-defective mutant growth rescue, CellTiterGlo 48 h. Potency, µM (series often up to 46.1 µM), without a hit: at the highest dose growth rescue (activation), usual class: activators. hit rate 0.23% among 320,000;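 also: potency is read from the fitted curve at half-maximal effect; % of control where 0% means no effect; nearly all actives have a fitted effect of over 45% in size; temperature-sensitive fusion mutants such as fzo1-1 at 37 °C on non-fermentable ethanol glycerol medium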
#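 S. cerevisiae fusion-defective temperature-sensitive mutants (e.g. fzo1-1, mgm1-5) grown 48 h at 37C in YPEG (ethanol/glycerol non-fermentable) medium with 23 nl compound per well; growth rescue read as CellTiterGlo luminescence.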
# VP16 counter: Gal4-VP16 reporter inhibition counter-screen | Drosophila S2 Gal4-VP16 UAS-luciferase, luminescence, 20 h | Potency, µM (top dose mostly 53.6 µM), for inactives: top-dose activity, negative = inhibition, hits mostly inhibitors | hit rate 3.5% among 310,000;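 also: Gal4-VP16 expression switched on by copper sulfate through the metallothionein promoter; potency is read from the fitted curve at half-maximal effect; % is scaled to controls: 0 for no effect and ±100 for the full control effect; nearly all actives have a fitted effect of over 50% in size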
# * = called active by the depositor; u = inconclusive; x = no result given; & = joins results of further samples; [ ] = dose if it differs, or a comment. Unless noted, calls follow the shape of the dose curve; as a rule, active = well fitted curve in the direction sought with a large enough effect; inconclusive = small, poorly fitted or top-dose-only effect, or another doubt; inactive = no such curve, though single readings can be large; an effect the other way counts as inactive or inconclusive. Only part of the results is shown. The share of hits here may be higher or lower than overall.
SMILES,MBNL1-CUG inh,Rab9 prom act,FLuc counter,KCNH2 3.1 inh,RORgamma inh,NPC1 prom act,Menin-MLL TR inh,ELG1 repair inh,PKM2 act,Mito fusion yeast,VP16 counter
O=C(CSc1ccc(Cl)cc1)N1CCN(c2c(Cl)cccc2[N+](=O)[O-])CC1,0%,12%,u,-18,u,21%,22%,u,-1%,-4%,15%
O=C(c1ccc(F)cc1)C1CCN(C(=O)NCc2ccccc2)CC1,3%,2%,-1%,-15,17%[10 µM],-3%,10%,u,-2%,11%,4%
CN(C)c1ccc(C2CC(=O)OC3=C2C(=O)CC(C)(C)C3)cc1 (stereo not given),x,-2%,-10%,4,-6%,2%,-1%,7%,1%,0%,2%
CCc1ccc(OCCCCN(C)Cc2ccccc2)cc1,6%,2%,-2%,-47,4%[1.91 µM],1%,u,-12%,3%,-7%,-6%
Cn1cc(CC(=O)N2CCN(c3ccccc3F)CC2)c2ccccc21,-1%,3%,5%,-4,38%,-2%,-10%,11%,4%,1%,7%
Cc1c(C(=O)NCc2ccco2)oc2ccccc12,-8%,10%,-7%,u,u,1%,-5%,24%,1%,3%,19%
O=C(NCCc1ccccc1)c1cccc(S(=O)(=O)NCc2ccccc2)c1,x,12%,-10%,0,x,1%,x,6%,x,6%,x
CN(C(=O)c1cc(-c2ccccc2)on1)C1CCCCC1,0%,2.8µM*,8.5µM*,5,-28%,1.3µM*,-9%,u,1%,4%,-3%
O=C(C1=C(O)C(=O)N(c2nc3ccc(Cl)cc3s2)C1c1ccco1)c1ccco1 (stereo not given),x,-2%,-6%,3,x,1%,x,-9%,x,0%,x
CCOC(=O)c1cc(NC(=O)c2cccnc2)cc(C(=O)OCC)c1,u,3%,-9%,5,24%,-1%,-9%,u,-5%,1%,-1%[0.365 µM]
CSc1nc2ccccc2s1,-9%,0%,-8%,-6,-4%,-1%,-9%,26%,-9%,0%,-2%
O=S(=O)(c1cccc(S(=O)(=O)N2CCOCC2)c1)N1CCCCCC1,-9%,3%,-3%,-2,24%,-10%,-23%,12%,3%,4%,2%
COc1ccc(C(=O)NCC(C)CN(C)C)cc1 (stereo not given),-4%,-3%,2%,8,-7%,0%,-25%,25%,-10%,-3%,-1%
CCn1c(C)nc2cc(S(=O)(=O)N3CCCC3)ccc21,-6%,2%,3%,7,u,1%,7%,u,-11%,1%,-17%
O=C(CN(c1ccccc1F)S(=O)(=O)c1ccccc1)N1CCCCCC1,-6%,0%,-1%,-2,-20%,10%,x,-3%,-4%,11%,-9%
CCOC(=O)C(=CNc1cc(C)ccc1C)C(=O)OCC,7%,1%,5%,0,-23%,-1%,u,u,-2%,2%,-2%
Oc1ccc(N=Nc2ccc3c(c2)OCCO3)c2cccnc12,18%,-35%[inhibitor],6µM*,8,0%,-28%,16%,u,x,0%,-22%
Cc1c(NC(=S)NC(NC(=O)C(C)C)C(Cl)(Cl)Cl)c(=O)n(-c2ccccc2)n1C (stereo not given),7%,-9%,5%,20,10%,-4%,1%,0%,4%,-5%,-6%
CCN(C(=O)COC(=O)c1c(C)c(-c2ccccc2)nc2ccccc12)C1CCS(=O)(=O)C1 (stereo not given),0%,0%,-12%,16,-2%,-3%,x,u,3%,2%,-9%
COc1cccc(-n2c(O)c(C=NCc3ccccn3)c3ccccc3c2=O)c1,u,-3%,5%,-7,-1%,-7%,x,-15%,0%,-1%,7%

# An excerpt from above, showing only NPC1 prom act and Menin-MLL TR inh:
SMILES	NPC1 prom act	Menin-MLL TR inh
CCOC(=O)C(=CNc1cc(C)ccc1C)C(=O)OCC	-1%	u
CN(C(=O)c1cc(-c2ccccc2)on1)C1CCCCC1	1.3µM*	-9%
COc1cccc(-n2c(O)c(C=NCc3ccccn3)c3ccccc3c2=O)c1	-7%	x
COc1ccc(C(=O)NCC(C)CN(C)C)cc1 (stereo not given)	0%	-25%
O=C(CSc1ccc(Cl)cc1)N1CCN(c2c(Cl)cccc2[N+](=O)[O-])CC1	21%	22%

# Going on with the list:
SMILES,MBNL1-CUG inh,Rab9 prom act,FLuc counter,KCNH2 3.1 inh,RORgamma inh,NPC1 prom act,Menin-MLL TR inh,ELG1 repair inh,PKM2 act,Mito fusion yeast,VP16 counter
CCc1ccc2nc(/N=C(\N)NC(=O)c3ccccc3)nc(C)c2c1,-13%,u,6µM*,-26,-2%,23%,x,-3%,0%,-8%,5%
CC(=O)c1cccc(NC(=O)CN2C=NS(=O)(=O)c3ccc(C)cc32)c1,-3%,3%,2%&0%,2,-4%,-1%,x,2%,x,0%,-7%
CN(C)CCCn1c2c(c(SCC(=O)Nc3ccc4c(c3)OCO4)nc1=O)CCCC2,x,-5%,10%,-8,x,-4%,x,u,x,-6%,x
O=C(NCc1ccc(Cl)s1)C1CCC(=O)N(CCc2cccc(F)c2)C1 (stereo not given),0%,-4%,5%,-5,8%,0%,-9%,0%,-2%[0.46 µM],-2%,3%
COc1ccc(Cl)cc1-c1nc(SCC(=O)N(C)C)n[nH]1,-4%,-1%,4%,-10,-10%,0%,-12%,u,0%,2%,-1%
O=C1c2cccc3cccc(c23)C(=O)N1CC1CCN(CC(O)COc2ccc3ccccc3c2)CC1 (stereo not given),u,0%,12µM*,-15,27%,u,u,u,2%,-3%,-9%
CCOC(=O)c1c(NC(=O)COc2ccccc2OCC)sc2c1CC(C)(C)NC2(C)C,x,-5%,4%,12,x,-5%,x,6%,x,20%,x
CCCC(c1nnnn1C1CCCC1)N1CCN(c2ccccc2F)CC1 (stereo not given),-6%,-1%,4%,2,-16%,-2%,-15%,-5%,-1%,8.9µM*,3%
COc1ccc(C2(C(=O)NCCCN(C)C)CCOCC2)cc1,-3%,-2%,1%,10,-37%,-1%,5%,15%,-4%,-3%,-4%
Cc1cccc(C(=O)NNC(=O)/C=C/C(=O)O)c1,1%,-5%,-4%,5,14µM*,-2%,2%,-3%,4%,13%,-10%
O=C(COC(=O)C1CSC2(c3ccc(F)cc3)CCC(=O)N12)NC(=O)NC1CCCC1 (stereo not given),-6%,1%,-3%,1,0%,-1%,-9%,1%,-7%,-12%,4%
O=C(O)c1ccc(-n2c(-c3ccccc3)n[nH]c2=S)cc1,-6%,0%,-1%,-3,6%,1%,-12%,9%,-19%,5%,-1%
Cc1cccc(C)c1N(CC(=O)Nc1cccc(N(C)S(C)(=O)=O)c1)S(C)(=O)=O,-10%,6%,-6%,-12,23%,7%,6%,-1%,15%,3%,-8%
COc1ccc(NS(=O)(=O)c2cc(NC(=O)/C=C/c3cccs3)ccc2N2CCOCC2)cc1,8%,-4%,-18%,-25,31%,-9%,u,u,-1%,-22%,1%
CCc1ccccc1NC(=S)N(Cc1ccco1)C(C)c1cccs1 (stereo not given),-10%,-7%,-1%,-8,11µM*,-5%,20%,6%,14%,6%,-7%[10 µM]
CCS(=O)(=O)NCCc1csc(-c2ccc(OC)c(OC)c2)n1,19%,10%,-5%,3,-14%,-1%,x,0%,-4%,2%,1%
N#C/C(=C\c1ccc(-c2cccc(C(F)(F)F)c2)o1)C(=O)Nn1cnnc1,x,-7%,u,14,-13%[10 µM],-1%,u,6%,2%,-8%,-4%

# A draw from above in order of length of the SMILES, lowest first:
SMILES,MBNL1-CUG inh,Rab9 prom act,FLuc counter,KCNH2 3.1 inh,RORgamma inh,NPC1 prom act,Menin-MLL TR inh,ELG1 repair inh,PKM2 act,Mito fusion yeast,VP16 counter
CCc1ccccc1NC(=S)N(Cc1ccco1)C(C)c1cccs1 (stereo not given),-10%,-7%,-1%,-8,11µM*,-5%,20%,6%,14%,6%,-7%[10 µM]
O=C(NCc1ccc(Cl)s1)C1CCC(=O)N(CCc2cccc(F)c2)C1 (stereo not given),0%,-4%,5%,-5,8%,0%,-9%,0%,-2%[0.46 µM],-2%,3%
COc1ccc(NS(=O)(=O)c2cc(NC(=O)/C=C/c3cccs3)ccc2N2CCOCC2)cc1,8%,-4%,-18%,-25,31%,-9%,u,u,-1%,-22%,1%
